Assay outcomes as filed in PubChem.
NS5 inhibitors – Dengue-2 NS5 methyltransferase inhibitors, primary screen, biochemical, confirmation dose response (AID 588689); 340,000 compounds, 0.3% hits; Genome polyprotein (Dengue virus type 2 (strain 16681-PDK53)); Dengue-2 NS5 methyltransferase capping enzyme assay, biochemical; higher % means a stronger effect; one-dose inhibition, % at 25 µM; IC50 in µM for titrated hits; in the data active = a potency from the dose series; inconclusive = inhibition above about 29% without an active follow-up result
HIV fusion peptide – inhibitors of HIV fusion peptide binding, primary screen, biochemical, uHTS, fluorescence dequenching (AID 1986) | cell-free peptide binding, fluorescence dequenching, 30 min; higher % means a stronger effect | one-dose inhibition, % at 20 µM; IC50 in µM for titrated hits | 290,000 compounds, 0.3% hits; in the data active = inhibition mostly above about 52%, no sharp cut-off; inactive = mostly below about 76%; also: some results filed as inactive read as strong as hits
Myeloid diff MLP – induction of myeloid progenitor differentiation, primary screen, cell-based, flow cytometry, MLPCN library. calls only at 10 µM. 360,000 compounds, 1% hits. ER-HoxA9 myeloid progenitors, lysozyme-GFP differentiation. AID 624256, 2012;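 active = normalized GFP-positive differentiation at or above the plate's own cutoff, the solvent-only control mean plus 3 SD; inconclusive = no clear call, values can overlap the other calls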;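 also: cells exposed to compound for four days before flow analysis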
HEK293 NOD2/NF-kB – NOD2 signaling inhibitors, cell-based, luminescence, uHTS, HEK293 (AID 1566); HEK293 NOD2/NF-kB luciferase reporter, luminescence; higher % means a stronger effect; inhibition, % at 4 µM; hits with a dose series show EC50 in µM; 290,000 compounds, 0.63% hits; also: many of its hits are not listed in these tables
XIAP antagonists – XIAP antagonists, biochemical, IAP family, fluorescence polarization (AID 1018); XIAP BIR domain, fluorescence polarization peptide displacement; higher % means a stronger effect; one-dose displacement, % at 20 µM; IC50 in µM for titrated hits; 200,000 compounds, 0.007% hits; in the data active = displacement above about 50%; also: a part of the inactive calls stands beside numbers as strong as those of hits
AID2073 – inhibitors of Mint1-CaV2.2 protein interaction, biochemical, HTRF (AID 2073) | Voltage-dependent N-type calcium channel subunit alpha-1B (Homo sapiens) | inhibition, % at 20 µM, or IC50 in µM where a hit was titrated | 290,000 compounds, 0.19% hits | HTRF protein-protein interaction, Mint1-CaV2.2; higher % means a stronger effect; in the data active = inhibition mostly above about 51%, no sharp cut-off; inconclusive = no clear call, values can overlap the other calls; inactive = mostly below about 53%; also: some results filed as inactive read as strong as hits
Lipid droplet – inhibitors of hepatocyte lipid droplet formation, primary screen, imaging, high-throughput imaging, BODIPY stain | 240,000 compounds, 0.4% hits | AID 1656, 2009 | AML12 mouse hepatocytes, oleate lipid droplets | inhibition, % at 6.5 µM;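 active = lipid droplet intensity inhibited by at least 50%, with more than 500 cells counted; inconclusive = wells with under 300 cells, treated as cytotoxic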
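material = mouse AML12 hepatocyte cell line, fixed after treatment | also added = 100 µM oleic acid challenge | doses = compound at 6.5 µM only | schedule = overnight exposure | technique = Image-based BODIPY and DAPI two-channel analysis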
LYP inhibition – inhibitors of LYP phosphatase, biochemical, fluorescence intensity, uHTS (AID 1779). Tyrosine-protein phosphatase non-receptor type 22 (Homo sapiens). recombinant LYP phosphatase, fluorescence intensity; higher % means a stronger effect. 290,000 compounds, 0.054% hits. inhibition, % at 11.5 µM, or IC50 in µM where a hit was titrated;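 also: plate controls were vehicle with enzyme for no effect and no enzyme for full effect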
Siah-1 displacement – Siah-1 peptide-binding antagonists, primary screen, biochemical, fluorescence polarization, rhodamine-plectin, uHTS (AID 1817). E3 ubiquitin-protein ligase SIAH1 (Homo sapiens). Siah-1 / rhodamine-plectin peptide fluorescence polarization; higher % means a stronger effect. displacement, % at 20 µM; hits with a dose series show IC50 in µM. 290,000 compounds, 0.02% hits;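 active = displacement of at least 50% at 20 µM, with a fluorescence ratio check between 0.3 and a set limit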;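 also: plate controls were Siah plus tracer with DMSO for no effect and tracer alone without Siah for full effect; strong numbers were not always called active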
Lipid droplet cells 6.5 µM – further read-out of Lipid droplet, marked with its call; cell count; measured here: cell count, cytotoxicity flag;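 cells counted across two imaged fields per well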
Myeloid diff MLP GFP+ MAC1+ % – also measured in Myeloid diff MLP; calls as there; GFP+ MAC1+ double positive, %; measured here: differentiation confirmed by MAC1 staining
Active calls of the source: *; i = inactive; u = inconclusive; x = no result given; + = active, no number. Rule as the data show it, unless noted: active = inhibition above about 50%; inactive = the rest. These rows are one share of the data, so the mix of outcomes need not match the whole.

Values run as follows: NS5 inhibitors	HIV fusion peptide	Myeloid diff MLP	Myeloid diff MLP GFP+ MAC1+ %	HEK293 NOD2/NF-kB	XIAP antagonists	AID2073	Lipid droplet	Lipid droplet cells 6.5 µM	LYP inhibition	Siah-1 displacement
COc1ccc(N(Cc2cc3ccc(C)cc3[nH]c2=O)S(=O)(=O)c2ccccc2)cc1
 : -2%	0.9%	+	9.4*	21%	x	0%	-7	764	4%	2%
CC1CCCCN1C(=O)N[C@@H](Cc1ccccc1)C(=O)O (some centres not stated)
 : 2%	-1.7%	i	14	11%	-1.1%	4%	x	x	-13%	-4%
CCOc1cccc(CNCCSc2nnnn2C)c1
 : -7%	0.4%	i	0.7	-2%	-5.9%	31%	1	722	-10%	-6%
O=C(Nc1c(Cl)cc(Cl)cc1C(=O)NCc1cccnc1)c1ccc(Cl)cc1Cl
 : -10%	4.1%	i	1.0	-6%	-1.3%	2%	x	x	-8%	1%
Cc1ccc(NC(=O)C(C)SCc2ccccc2)cc1 (configuration not stated)
 : -6%	-1.5%	i	0.9	-14%	x	-5%	-4	817	-9%	-3%
NCC(O)(c1ccc(Cl)cc1)c1ccc(Cl)cc1
 : -5%	0.3%	i	0.2	-6%	-3.0%	2%	2	717	-2%	2%
COc1ccc(CCNC(=O)c2cc3sc(Cl)cc3n2C)cc1OC
 : -1%	-2.8%	i	3.4	27%	-2.8%	-2%	-6	651	0%	2%
CCC(C)NC(=O)Cn1c(=O)n(CCCCC(=O)NCc2ccco2)c(=O)c2ccccc21 (configuration not stated)
 : 5%	1.5%	i	2.3	20%	0.3%	4%	0	737	-8%	-2%
CC(=O)Nc1ccc(-n2c(C)c(C(C)=O)c(C(C)=O)c2C)cc1
 : -4%	-0.2%	i	0.5	5%	1.6%	6%	x	x	2%	-2%
COc1ccc(N2C(=O)c3ccccc3NC2c2ccc(OC)c(COc3ccccn3)c2)cc1 (configuration not stated)
 : -5%	2.3%	i	0.2	15%	-11%	9%	6	639	0%	2%
COc1ccc(C(=O)OCCN=C2NS(=O)(=O)c3ccccc32)cc1OC
 : -1%	-0.1%	i	0.6	8%	-3.9%	-2%	x	x	-2%	-3%
COc1ccc(/C(C)=N/NC(=S)NCCc2ccccc2)cc1
 : -11%	-1.2%	i	0.4	-3%	-9.8%	9%	-15	701	6%	1%
Cc1ccc2nsnc2c1S(=O)(=O)N1CCOCC1
 : 3%	11%	i	0.8	5%	-4.3%	0%	9	813	-6%	-3%
Cc1cccc(NC(=O)CSc2nnc(-c3ccco3)c(-c3ccco3)n2)c1C
 : 96µM*	67%	i	0.6	13%	1.7%	-3%	x	x	-1%	17%
CCOC(=O)Nc1ccc(S(=O)(=O)N2CCC(C)CC2)cc1
 : 10%	0.8%	i	0.4	-8%	-0.3%	0%	-6	667	-4%	-4%
CC1CCN(C(=O)c2ccccc2NS(=O)(=O)c2ccccc2)CC1
 : -1%	2.3%	u	x	-4%	x	6%	x	x	-6%	-2%
CSCC(=O)N1CCC(n2nccc2NC(=O)c2ccc3c(c2)OCO3)CC1
 : -10%	-1.2%	i	1.0	-1%	x	0%	43	728	-11%	2%
Cc1ccc(CC(=O)Nc2nnc(-c3ccc(F)cc3)o2)c(C)c1
 : 4%	2.2%	i	4.0	28%	x	14%	-5	752	-7%	0%
Cn1c(NC(=O)CCC2CCCCC2)cc(=O)n(C)c1=O
 : 1%	3.5%	i	2.8	-117%	-4.7%	-2%	x	x	9%	-2%
Cc1cc(C=O)c(C)n1-c1ccc(Cl)c(C(=O)O)c1
 : x	29%	i	0.1	5%	-8.8%	17%	-6	693	18%	15%
Cc1nn(-c2ccccc2)c2[nH]c(=O)c(CNc3ccc4c(c3)OCCO4)cc12
 : 4%	30%	i	0.4	1%	-10%	7%	x	x	8%	-2%
CSc1nsc(/C=C/Nc2ccc(C(=O)O)cc2)c1C#N
 : -31%	40%	i	1.1	7%	-9.8%	21%	12	729	2%	38%
CCOc1ccc(NC(=S)N(CCOC)C2CCN(C(C)C)CC2)cc1
 : 4%	-0.4%	i	0.2	4%	x	4%	-20	822	-4%	-2%
Cc1ccccc1C(=O)c1c[nH]c(C(=O)N2CCN(c3ccccc3F)CC2)c1
 : -9%	1.7%	i	0.8	15%	-7.2%	-2%	-3	726	2%	0%
Cc1cc(N2CCN(c3ccccc3)CC2)nc(-c2ccccc2O)n1
 : -1%	2.9%	i	0.4	-5%	-14%	35%	x	x	-4%	2%
COc1ccccc1-c1cc(=O)c2c(O)ccc([N+](=O)[O-])c2o1
 : 7%	-0.7%	i	0.4	11%	x	23%	-12	669	-9%	6%
O=C1NC(c2ccccc2)=C(c2nc3ccccc3s2)C(c2ccccc2)N1 (configuration not stated)
 : -5%	0.9%	i	4.1	-8%	-10%	10%	-5	824	2%	3%
Cc1ccc2nc3sc(-c4nnc(-c5ccccc5[N+](=O)[O-])o4)c(N)c3cc2c1
 : x	4.6%	x	x	11%	8.0%	41%	-4	511	-3%	5%
CNC(=S)N/N=C/c1cn(Cc2ccc(F)cc2)c2ccccc12
 : -1%	-3.1%	i	0.3	-3%	-0.5%	-7%	-18	594	8%	-4%
Cc1nc2ccccc2n1S(=O)(=O)N(C)C
 : -7%	1.9%	i	1.3	19%	-6.6%	16%	x	x	-9%	0%
Nc1nonc1C(=O)NC(c1ccccc1)c1ccccc1
 : 0%	-1.8%	i	0.6	-2%	-2.7%	0%	0	676	-8%	1%
Cc1c(C(c2ccccc2)c2c(C)n(C)n(-c3ccccc3)c2=O)c(=O)n(-c2ccccc2)n1C
 : -3%	1.9%	i	0.6	-1%	x	0%	-15	792	-9%	7%
O=C(C1=C[C@@H](c2coc3ccccc3c2=O)C[C@@H](OCc2ccc(CO)cc2)O1)N1CCCCCCC1
 : 5%	2.3%	i	1.9	9%	-1.8%	4%	-2	675	2%	-2%
COCc1cc(C)nc(SCC(=O)Nc2cccc(C)c2C)c1C#N
 : -1%	1.2%	i	3.5	6%	-5.1%	1%	-20	635	0%	4%
O=c1[nH]c(SCC2CCCCO2)nc2ccccc12 (configuration not stated)
 : -3%	0.5%	i	1.7	-1%	0.1%	0%	6	665	-3%	9%
O=C(Nc1ccccc1Cl)c1ccc(COc2ccc3c(c2)CCC3)cc1
 : -3%	-2.0%	i	0.5	-16%	-0.2%	19%	3	635	-3%	2%
CC1(C)C(=O)OC(c2cccc([N+](=O)[O-])c2)C2(CCCCC2)C1=O (configuration not stated)
 : -7%	-1.5%	i	0.3	-12%	1.1%	-4%	13	745	-4%	0%
CCOC(=O)c1ccc(NC(=O)C2CCC(CNc3c(N4CCOCC4)c(=O)c3=O)CC2)cc1 (configuration not stated)
 : -2%	-1.1%	i	0.6	-21%	x	-2%	1	728	-4%	-5%
CCC(C)(C)NC(=O)CN(C(=O)C(=O)Nc1ccc2c(c1)OCCO2)C(C)(C)CC
 : -16%	0.2%	i	0.1	-32%	-0.8%	22%	-26	619	-2%	1%
CCOC(=O)c1c(NC(=O)c2ccnn2C)sc(C)c1C
 : 0%	0.1%	i	0.8	0%	-8.2%	15%	-1	630	-4%	11%
COC(=O)COc1ccc(S(=O)(=O)Nc2ccccc2C(=O)OC)cc1
 : -6%	-2.1%	i	7.7	9%	-3.8%	2%	1	748	-8%	0%
COC(=O)c1ccc(C2C(Oc3ccc(OC)cc3)C(=O)N2CCc2ccc(OC)c(OC)c2)cc1 (configuration not stated)
 : 0%	-1.3%	i	0.7	5%	-16%	11%	14	709	-5%	1%
CCOC(=O)c1ccc(NS(=O)(=O)c2ccc3c(c2)NC(=O)CCS3)cc1
 : -5%	2.1%	i	4.5	-2%	x	11%	-3	713	-10%	-1%
O=C1c2ccccc2C(=O)N1CCc1nc2ccccc2c(=O)n1CCCn1ccnc1
 : 0%	-1.6%	i	0.7	4%	0.3%	-7%	x	x	-1%	-2%
Nc1nonc1C(=O)NCCNc1ncccc1[N+](=O)[O-]
 : 12%	0.3%	i	2.0	9%	-5.1%	10%	1	719	-4%	5%
Cc1ccc(S(=O)(=O)NCC(=O)N(CC(=O)NCc2ccco2)Cc2ccc3c(c2)OCO3)cc1
 : -1%	-3.1%	i	1.2	7%	-4.9%	6%	x	x	-6%	3%
Clc1ccc(-c2nc(-c3cnccn3)no2)cc1
 : x	-1.7%	i	0.5	-100%	x	7%	7	689	-2%	0%
Cn1c(NC(=O)c2cc(Cl)ccc2Cl)cc(=O)n(C)c1=O
 : -5%	5.5%	i	2.2	-12%	-3.6%	-1%	x	x	-2%	-2%
N#C/C(=C/c1ccc(-c2cc([N+](=O)[O-])ccc2Cl)o1)C(N)=O
 : 2%	-4.5%	i	0.1	20%	x	9%	20	695	-5%	10%

Compound profiles, as listed above. Screens in order: NS5 inhibitors	HIV fusion peptide	Myeloid diff MLP	Myeloid diff MLP GFP+ MAC1+ %	HEK293 NOD2/NF-kB	XIAP antagonists	AID2073	Lipid droplet	Lipid droplet cells 6.5 µM	LYP inhibition	Siah-1 displacement
Results for `COC(=O)COc1ccc(S(=O)(=O)Nc2ccccc2C(=O)OC)cc1` → -6%	-2.1%	i	7.7	9%	-3.8%	2%	1	748	-8%	0%
Results for `Cn1c(NC(=O)c2cc(Cl)ccc2Cl)cc(=O)n(C)c1=O` → -5%	5.5%	i	2.2	-12%	-3.6%	-1%	x	x	-2%	-2%
Results for `COC(=O)c1ccc(C2C(Oc3ccc(OC)cc3)C(=O)N2CCc2ccc(OC)c(OC)c2)cc1` (configuration not stated) → 0%	-1.3%	i	0.7	5%	-16%	11%	14	709	-5%	1%
Results for `Nc1nonc1C(=O)NCCNc1ncccc1[N+](=O)[O-]` → 12%	0.3%	i	2.0	9%	-5.1%	10%	1	719	-4%	5%
Results for `Clc1ccc(-c2nc(-c3cnccn3)no2)cc1` → x	-1.7%	i	0.5	-100%	x	7%	7	689	-2%	0%
